# aSyn yeast inh – qHTS of alpha-syn Inhibitors. hit rate 0.14% among 370,000. Potency, µM (series often up to 46.1 µM), for inactives: top-dose growth rescue (activation), hits mostly activators. Yeast expressing alpha-synuclein, growth rescue, BacTiter-Glo, 24 h; further: % of control where 0% means no effect; nearly all actives have a fitted effect of over 65% in size
#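 Galactose-induced alpha-syn yeast (OD600=0.02, raffinose-pregrown) + pinned cpd, 24 hr, 30 deg C; growth by BacTiter-Glo luminescence. Growth restoration scores as activation.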
# EPAC2 antagonist – qHTS for Antagonist of cAMP-regulated guanine nucleotide exchange factor 2 (EPAC2): primary screen; Potency, µM (top dose mostly 114 µM), for inactives: top-dose activity, negative = inhibition, hits mostly inhibitors; EPAC2 GEF exchange of Rap1B-BODIPY-GDP, fluorescence; hit rate 0.18% among 360,000; further: on the % scale 0 is the no-effect control and ±100 the full control effect; nearly all actives have a fitted effect of over 45% in size; many of its hits are not listed in these tables
# EPAC1 agonist – qHTS for Agonist of cAMP-regulated guanine nucleotide exchange factor 3 (EPAC1): primary screen; EPAC1 agonist qHTS, biochemical assay; response scale: 100% = response to 6.5 mM cAMP; Potency, µM (titrated, usually from 154 µM), for inactives: at the highest dose activation, most hits filed as activators; hit rate 0.073% among 360,000; AID 720707, 2013; further: nearly all actives have a fitted effect of over 60% in size
#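 Multi-concentration qHTS readout: loss of Rap1B-bound BODIPY-GDP fluorescence driven by 100 nM EPAC1 with excess GDP (50 uM), monitored kinetically at room temperature; agonist response expressed relative to 6.5 mM cAMP.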
# FUS suppressor – qHTS for Suppressors of FUS Proteinopathy: Primary screen using FUS-linked yeast assay | S. cerevisiae FUS-expressing, growth rescue, OD600, 24 h | Potency, µM (titrated, usually from 76.6 µM), for inactives: at the top dose growth rescue (activation), hits mostly activators | hit rate 0.24% among 390,000 | AID 1347120, 2019;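 further: plate controls were DMSO vehicle for no effect and reference control for full effect; nearly all actives have a fitted effect of over 55% in size; some results filed as inactive show a strong effect at the top dose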
#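 Restored growth of FUS-toxic S. cerevisiae, read as 600 nm absorbance after 24 h at 30C in galactose medium (starting OD 0.005). Controls CP55940 and DMSO.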
# TDP-43 yeast inh – qHTS of TDP-43 Inhibitors. Potency, µM (titrated, usually from 46.1 µM), for the others: top-dose growth rescue (activation), hits mostly activators. AID 652104, 2013. hit rate 1.8% among 410,000. TDP-43 expressing yeast growth rescue, BacTiter-Glo, 24 h; further: % of control where 0% means no effect; nearly all actives have a fitted effect of over 50% in size
#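 Yeast expressing TDP-43 (pregrown in raffinose, seeded at OD600=0.02 in galactose medium) exposed to compounds 24 hr at 30 deg C. Growth read by BacTiter-Glo luminescence; rescue of toxicity appears as increased signal.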
# PTHR1 agonist – qHTS for PTHR1 Agonists: Primary Screen; Parathyroid hormone/parathyroid hormone-related peptide receptor (Homo sapiens), Q03431; HEK293 GP2 PTHR1 cells, GloSensor cAMP luminescence, 1 h; Potency, µM (doses to about 115 µM), for the others: at the top dose activation, hits mostly activators; hit rate 0.075% among 410,000; AID 743266, 2014; further: nearly all actives have a fitted effect of over 55% in size; some results filed as inactive show a strong effect at the top dose; inactives centre near -15; many of its hits are not listed in these tables
# Target sequence (Q03431 whole entry, looked up): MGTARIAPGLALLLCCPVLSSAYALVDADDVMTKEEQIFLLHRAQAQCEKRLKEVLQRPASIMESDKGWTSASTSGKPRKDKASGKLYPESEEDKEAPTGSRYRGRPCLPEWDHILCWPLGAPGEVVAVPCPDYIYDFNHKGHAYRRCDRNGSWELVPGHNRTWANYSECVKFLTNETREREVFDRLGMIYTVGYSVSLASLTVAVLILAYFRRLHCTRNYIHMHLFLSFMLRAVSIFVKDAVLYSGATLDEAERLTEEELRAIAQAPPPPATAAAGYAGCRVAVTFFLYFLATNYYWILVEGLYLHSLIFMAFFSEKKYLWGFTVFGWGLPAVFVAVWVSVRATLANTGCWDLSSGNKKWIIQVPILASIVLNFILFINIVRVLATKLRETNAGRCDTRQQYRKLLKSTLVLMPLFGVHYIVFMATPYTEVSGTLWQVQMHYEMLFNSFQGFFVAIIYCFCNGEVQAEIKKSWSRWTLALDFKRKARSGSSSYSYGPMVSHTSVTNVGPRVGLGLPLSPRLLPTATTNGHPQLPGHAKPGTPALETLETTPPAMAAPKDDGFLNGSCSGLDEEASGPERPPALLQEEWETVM
#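 HEK-293-derived GP2 cells expressing PTHR1 and a GloSensor cAMP reporter, 3,000/well, plated overnight, given luciferin plus IBMX (each 0.5 mM as added) for 1 h at 37 °C, then compound for 1 h at 37 °C. Luminescence was read after 15 min at room temperature.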
# EPAC2 ag – qHTS for Agonist of cAMP-regulated guanine nucleotide exchange factor 4 (EPAC2): primary screen; AID 720711, 2013; EPAC2 activation, biochemical qHTS; response scale: 100% = 6.5 mM cAMP response; Rap guanine nucleotide exchange factor 4 (Homo sapiens), Q8WZA2; Potency, µM (series often up to 154 µM), inactives show at the top dose activation, most hits filed as activators; hit rate 0.079% among 360,000; further: nearly all actives have a fitted effect of over 50% in size
#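 Each well held 100 nM EPAC2, 250 nM RAP1B-BODIPY-GDP and 50 uM GDP. Fluorescence, read at 5-min intervals to 30 min, was referenced to a 6.5 mM cAMP positive control.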
# EPAC1 antag – qHTS for Antagonist of cAMP-regulated guanine nucleotide exchange factor 3 (EPAC1): primary screen | Rap guanine nucleotide exchange factor 3 (Homo sapiens), O95398 | EPAC1 GEF assay, Rap1b-BODIPY-GDP exchange fluorescence | Potency, µM (top dose mostly 115 µM), inactives show at the top dose activity change, negative = inhibition, hits mostly inhibitors | hit rate 0.14% among 360,000 | AID 720709, 2013;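 further: plate controls were vehicle for no effect and positive control for full effect; nearly all actives have a fitted effect of over 50% in size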
# The depositor's hits bear a star; i = inactive; ? = inconclusive; · = not tested or not shown; [ ] = another dose, or the depositor's remark. The call rests on the fitted dose curve; in most records, active means well fitted curve in the direction sought with a large enough effect; inconclusive means small, poorly fitted or top-dose-only effect, or another doubt; inactive means no such curve, though single readings can be large; an effect the other way counts as inactive or inconclusive. Potency means the concentration at half of the fitted maximal effect. A portion of the library, so the mix of outcomes need not match the whole.
# Fields: aSyn yeast inh, EPAC2 antagonist, EPAC1 agonist, FUS suppressor, TDP-43 yeast inh, PTHR1 agonist, EPAC2 ag, EPAC1 antag
C[C@H](CO)N1C[C@H](C)[C@H](CN(C)S(=O)(=O)c2ccccc2)Oc2c(NS(C)(=O)=O)cccc2C1=O
    4%, 5%, -1%, -23%, 17%, i, -3%, 12%
COc1ccc(NC(=O)CCCn2c(=O)c3sccc3n(Cc3ccccc3)c2=O)cc1
    -7%, -4%, 5%, 23%, 6%, -35%, 15%, -14%
O=C1NC[C@H](CCCCN2C[C@H](Cc3ccccc3)N(CCC3CCCCC3)C(=O)C2=O)N(CC2CCCCC2)C1=O
    -2%, -6%, 9%, 5%, ?, -67%[inhibitor], -1%, 11%
Nc1ccccc1C(=O)Nc1ccc(Cl)cc1Cl
    13%, -9%, 3%, 5%, 21%, -9%, 10%, 19%
CC(/C=N\NC(=O)CN1CCN(Cc2ccccc2)CC1)=C\c1ccco1
    -2%, -1%, 4%, 15%, 12%, i, 8%, -11%
N#Cc1nc(COc2ccccc2)oc1N1CCN(c2cccc(Cl)c2)CC1
    -6%, 0%, -3%, 8%, -17%, 15%[57.5 µM], -2%, 0%
Cc1nc2ccccc2c(=O)n1CCN1CCOCC1
    1%, 9%, 0%, -4%, -2%, i, -6%, 11%
O=C(CCC(=O)N1CCN(S(=O)(=O)c2ccc(Cl)cc2)CC1)Nc1ccc(Cl)cc1Cl
    -2%, 1%[57.1 µM], -5%, -11%, -8%, i, -6%, -7%
Cn1cc(CN2CCC(C(O)c3cccs3)CC2)c(-c2ccccc2F)n1 (centres undefined)
    -1%, 2%, 1%, 11%, -6%, i, 4%, 15%
CCOC(=O)C1(C)CCCN1C(=O)c1cc(F)ccc1C (centres undefined)
    -6%, 9%, -5%, -17%, 19%, -5%, 5%, -8%
CC(C)Oc1cccc(C(=O)C2CCCN(Cc3cnc(N4CCCC4)s3)C2)c1 (centres undefined)
    2%, -4%, 0%, 13%, -9%, -14%, 10%, -8%
CC(=O)c1sc(NC(=O)C2CCCN2S(=O)(=O)c2ccccc2F)nc1C (centres undefined)
    -5%, -2%, 5%, 10%, -1%, i, 6%, 3%
COCCN1CC(C(=O)NCCc2nc(C)c(C)s2)CCC1=O (centres undefined)
    0%, 8%, -5%, 19%, -3%, 20%, -4%, 1%
CNC(=O)C(=O)N/N=C/c1ccccn1
    0%, 4%, 6%, -10%, -7%, -5%, 12%, 19%
CCOc1ccc(Cl)cc1-c1cc(C(=O)NCc2ccccc2)[nH]n1
    27%, -8%, 13%, ?, ?, i, 15%, -12%
O=C(Nc1nc2ccccc2s1)c1ccc(Cl)s1
    0%, 1%, 13%, -18%, 26%, i, 2%, -5%
CC(C)N1CCC(=NNC(=O)c2cccs2)CC1
    -2%, -10%, 5%, -3%, -3%, -9%, -7%, -7%
N#Cc1ccc(C2CC(OCCF)=CC(=O)O2)cc1 (centres undefined)
    -3%, 3%, 3%, -8%, 15%, -10%, 7%, 1%
COc1cc(/C=C/C(=O)O)cc(S(=O)(=O)Nc2ccc(S(=O)(=O)N3CCCCC3)cc2)c1OC
    -3%, -2%, 5%, 40%, 7%, i, 2%, -12%
CNC(=O)/C(=C\c1ccc2c(c1)OCO2)NC(=O)c1ccc(Br)cc1
    -2%, -1%, 8%, 5%, -6%, -19%, 11%, -12%
O=C1C2C3C=CC(C3)C2C(=O)N1c1ccc2c(c1)CCC2 (centres undefined)
    0%, 2%, 2%, ·, 8%, i, -9%, 11%
CCN(C(=O)CN1C(=O)NC2(CCCc3ccccc32)C1=O)c1ccc(F)cc1 (centres undefined)
    9%, -11%, 6%, 1%, -7%, -18%, 7%, 13%
Cc1ccc2c(c1)N(Cc1cccc(C#N)c1)C=NS2(=O)=O
    -10%, 10%, -10%, 32%, -18%, i, 9%, -4%
CCSCCOC(=O)C1=C(C)NC(=O)NC1c1cc(OC)ccc1OC (centres undefined)
    8%, 8%, -3%, 17%, -7%, -28%[57.5 µM], -9%, 4%
O=C(/C=C/c1ccc(Br)cc1)NC(=S)Nc1ccc(S(=O)(=O)Nc2nccs2)cc1
    -3%, 7%, 5%, 9%, -1%, -9%, 1%, -4%
Cc1c(C(=O)N2CCN(Cc3nccn3C)CC2)oc2c(F)cccc12
    1%, 17%, 3%, -1%, ?, i, 13%, -4%
O=[N+]([O-])c1ccc(-n2nnnc2-c2ccccc2)c([N+](=O)[O-])c1
    -2%, 1%, -1%, ·, ?, -34%[inhibitor], -9%, ?
CCOC(=O)CSc1nnc(Cn2nnc3ccccc32)n1-c1ccc(F)cc1
    -2%, 0%, 7%, 5%, -6%, i, 2%, 13%
NC(=O)N=Nc1c(O)[nH]c2ccc([N+](=O)[O-])cc12
    -2%, -1%, -4%, -19%, 15%, i, 11%, -9%
O=C(COc1ccc(Cl)cc1Cl)NNC(=S)Nc1ccc(F)cc1
    1%, -11%, 10%, 14%, ?, -5%[57.5 µM], 2%, -4%
CC1=C(C)CC(C(=O)NCCc2ccccc2)C(C(=O)O)C1 (centres undefined)
    1%, -5%[57.1 µM], 10%, 2%, 4%, i, 7%, -9%
CCOc1c(CNCCNC(=O)c2nonc2N)cccc1OC
    1%, 9%, -1%, -21%, -2%, i, 6%, 9%
COc1ccc(NC(=O)/C(C#N)=C/c2cc(C)n(-c3ccc(N4CCOCC4)c([N+](=O)[O-])c3)c2C)cc1
    -3%, -1%, 13%, ·, 1%, -18%, 16%, ?
O=C(NCC1(N2CCOCC2)CCCCC1)c1ccc(Cl)c(S(=O)(=O)NCc2ccco2)c1
    -5%, -9%, -2%, 19%, -4%, -13%[57.5 µM], 10%, -11%
COc1ccc(/C=N\NC(=O)c2nn(C)cc2Cl)cc1CN1CCOCC1
    0%, 6%, 0%, 23%, 4%, i, 6%, -15%
COc1ccc(NC(=O)CSc2nc(O)cc(=O)n2-c2ccc(OC)cc2)cc1
    -1%, 2%, -3%, 17%, -7%, -1%, 7%, ?
O=C(Cc1ccc(-c2ccccc2)cc1)NCc1ccccc1
    ?, 19%, -7%, ·, 8%, i, 6%, 15%
O=C(COC(=O)Cc1ccccc1F)NCc1ccccc1Cl
    3%, -19%, 9%, -4%, ?, i, 3%, 9%
Cn1c(=O)c2c3c(sc2n2cnnc12)CCC3
    2%, -2%, 6%, 21%, 4%, i, 4%, -9%
Cc1ccc(S(=O)(=O)N2CCOC23CCN(S(=O)(=O)c2c(C)cc(C)cc2C)CC3)cc1
    2%, 11%, -34%[inhibitor], 34%, -30%[inhibitor], -24%, -1%, 1%
CCOc1ccc(Nc2c3ccccc3nc3ccccc23)cc1
    -6%, -6%, 6%, 15%, -10%, -5%, 16%, -18%
CCC(Oc1ccccc1)C(=O)Nc1ccc(S(=O)(=O)Nc2cnc3ccccc3n2)cc1 (centres undefined)
    -10%, -2%, -8%, -3%, 2%, i, -7%, 9%
CSCCC(=O)N1CCN(CC(=O)N2CCCC2)CC1
    1%, 9%, 10%, 14%, 6%, i, 3%, 10%
CC(C)CN1C(=O)c2ccc(NC(=O)c3ccco3)cc2C1=O
    -16%, -11%, -4%, 4%, -5%, i, -7%, -11%
CC(C)NC(=O)CN(C(=O)CCC(=O)Nc1ccccn1)c1ccc(F)c(Cl)c1
    -8%, 4%, -2%, 42%, 7%, ?, 3%, 1%

# Shown with bars between the fields: part of the list above
Compound | aSyn yeast inh | EPAC2 antagonist | EPAC1 agonist | FUS suppressor | TDP-43 yeast inh | PTHR1 agonist | EPAC2 ag | EPAC1 antag
COc1ccc(NC(=O)CSc2nc(O)cc(=O)n2-c2ccc(OC)cc2)cc1 | -1% | 2% | -3% | 17% | -7% | -1% | 7% | ?
O=C(Cc1ccc(-c2ccccc2)cc1)NCc1ccccc1 | ? | 19% | -7% | · | 8% | i | 6% | 15%
O=C(COC(=O)Cc1ccccc1F)NCc1ccccc1Cl | 3% | -19% | 9% | -4% | ? | i | 3% | 9%

# Later entries
# Fields: aSyn yeast inh, EPAC2 antagonist, EPAC1 agonist, FUS suppressor, TDP-43 yeast inh, PTHR1 agonist, EPAC2 ag, EPAC1 antag
O=C(NC[C@@H]1CCCO1)c1cccc2c1C(=O)c1ccc(N3CCOCC3)cc1S2(=O)=O
    -1%, -9%, 0%, -6%, 1%, i, 8%, -3%
COC(=O)c1ccc(C(=O)OC)c(NC(=S)N2CCCCC2C)c1 (centres undefined)
    -6%, 8%, -6%, ·, 9%, i, 11%, -4%
Cc1ccc(N=C2NC(=O)/C(=C/c3cccnc3)S2)c(C)c1
    -3%, -2%, 2%, 35%, ?, i, 6%, 9%
COc1ccc(Nc2ccc(N3C(=O)CCC3=O)cc2[N+](=O)[O-])cn1
    -4%, 3%, -16%, 8%, 5%, i, 2%, 19%
O=C(C(NS(=O)(=O)c1cccs1)c1ccccc1)N1CCN(c2ccccc2)CC1 (centres undefined)
    -5%, 1%, 12%, ?, -25%, 13%[57.5 µM], 9%, -13%
O=C(CSc1ccc2ccccc2n1)NCc1ccc2c(c1)OCO2
    -1%, 5%, 2%, -3%, 25%[9.22 µM], -7%, 1%, 7%
CC1(C)CC(=O)C=C(NCc2ccccc2)C1
    -11%, -6%, 16%, ?, -12%, 0%[57.5 µM], 11%, -17%
COc1ccc(N2C(=O)C3C4C=CC(C4)C3C2=O)c([N+](=O)[O-])c1 (centres undefined)
    1%, 1%, 7%, -10%, 8%, ?, 14%, -26%
CCOc1ccc(NC(=O)c2ccccc2NS(C)(=O)=O)cc1
    0%, -2%, -6%, 14%, -11%, -26%, 5%, 3%
CNC(=O)CSc1nc2[nH]ncc2c(=O)[nH]1
    2%, -2%, -11%, -8%, 10%, -17%, 4%, 3%
CCOC(=O)COc1ccc2c(C#N)c3ccccn3c2c1
    11%, -8%, -13%, 1%, 2%, i, -1%, 5%
Fc1cccc(Nc2nc3ccccc3n3cnnc23)c1
    -3%, 14%, 5%, -16%, 22%, -19%, 7%, -28%
Cc1cc(NC(=O)c2cc(CC(C)C)on2)n(-c2ccccc2)n1
    2%, -2%, -7%, -16%, ?, i, 0%, 1%
COC(=O)c1cc(Nc2cc(C)c3c(O)cccc3n2)cc(C(=O)OC)c1
    3%, 4%, 11%, 18%, 15%, -22%, 6%, -3%

# From PubChem BioAssay
